From PubChem
NR3A LBD binder: modulates the human NR3A ligand-binding domain; NR3A LBD differential scanning fluorimetry, Tm shift; 0% = protein alone, 100% = glycine-bound protein; Tm shift relative to glycine control, % at 25 µM; 340,000 tested, 2.5% active;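 active = melting temperature shift of at least 10% of the positive control shift, at one fixed dose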
APJ agonist: APJ receptor agonism; activation, % at 20 µM; CHO-K1 APJ PathHunter beta-arrestin, luminescence; 0% DMSO wells, 100% apelin; 330,000 tested, 0.11% active;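 active = activation more than six SD over the plate average, tested at 20 µM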;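 note: 0% = DMSO alone and 100% = apelin-13 at 10 nM; some results filed as inactive read as strong as hits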
Target sequence (P35414 whole entry, looked up): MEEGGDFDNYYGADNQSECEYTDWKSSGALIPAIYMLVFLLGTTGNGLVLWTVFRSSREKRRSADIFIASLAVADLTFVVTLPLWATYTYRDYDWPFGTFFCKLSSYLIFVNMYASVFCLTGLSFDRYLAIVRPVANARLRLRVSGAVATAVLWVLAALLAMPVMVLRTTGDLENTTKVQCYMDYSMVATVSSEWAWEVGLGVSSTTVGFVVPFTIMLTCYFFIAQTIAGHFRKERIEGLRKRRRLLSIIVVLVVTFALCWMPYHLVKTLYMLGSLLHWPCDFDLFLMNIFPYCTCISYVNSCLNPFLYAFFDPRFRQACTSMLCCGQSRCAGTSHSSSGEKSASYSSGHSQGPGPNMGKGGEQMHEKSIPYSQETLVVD
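Assay system: CHO-K1 cells stably expressing ProLink-tagged human APJ and arrestin–beta-gal acceptor. Compound dosing: 20 µM single point, 1% DMSO. Times: 16-18 h seeding, 90 min dark compound exposure, 60 min detection. Detection: beta-gal luminescence. Evaluation: APJ–arrestin association signal. Controls: negative DMSO alone, positive Apelin-13 at 10 nM.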
Mdm2 MdmX PPI: human Mdm2/MdmX binding inhibition; O15151+Q00987; SaOS-2 split-luciferase Mdm2/MdmX complementation, luminescence; inhibition, % at 8 µM; 330,000 tested, 3% active; AID 485346;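 active = inhibition of at least 50% at 8 µM in the primary screen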
UPR XBP1 act: activators of adaptive arm of unfolded protein response (XBP1). CHO-XBP1 luciferase reporter, IRE1-XBP1 UPR activation, luminescence; percent of tunicamycin response, DMSO as zero. activation, % at 20 µM. 330,000 tested, 0.33% active. AID 463104;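 active = versus positive control, 20 µM dose yields 30% or more activation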;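 note: 100% = tunicamycin at 10 µg/mL and 0% = DMSO only wells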
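Material: IRE1-XBP1 luciferase reporter CHO line / Quantity: one thousand reporter cells per well / Buffer or medium: F12 with 10% serum / Compound: 20 µM single concentration, DMSO 1% / Times: 6 h treatment, 37 °C / Detection: Steady-Glo luciferase glow luminescence, 10 min after reagent addition / Benchmarks: tunicamycin high, DMSO low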
NALP3 yeast inh: blocks the NALP3 inflammasome reconstituted in yeast; inhibition, % at 10 µM; Yeast reconstituted NLRP3/ASC/caspase-1, beta-gal luminescence, 24 h; 330,000 tested, 0.39% active;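 active = inhibition of 50% or more; inactive = inhibition below 50%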;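 note: plate controls were induced DMSO wells for no effect and uninduced yeast grown without galactose for full effect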
CHOP UPR activ: activators of apoptotic arm of unfolded protein response (CHOP); AID 449763; CHO-CHOP luciferase reporter, UPR activation, luminescence; percent of tunicamycin response over DMSO baseline; activation, % at 10 µM; 330,000 tested, 0.34% active;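 active = at 10 µM dose, activation of 40% or more, normalized to positive control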;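 note: 100% = tunicamycin at 10 µg/mL and 0% = DMSO alone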
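Evaluation: % reporter activation, DMSO baseline versus tunicamycin full activation; System: CHO-CHOP luciferase reporter cell line; Input: 500 cells/well; Incubation: 6 h compound treatment, 37 °C; Measured by: Steady-Glo luciferase luminescence; Dosing: one dose, 10 µM in 0.5% DMSO; Buffer or medium: F12 medium, 10% FBS; Benchmarks: positive tunicamycin 10 µg/mL, negative DMSO alone.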
tim10-1 inh: inhibits growth of tim10-1 mutant yeast. S. cerevisiae tim10-1 ts strain growth, BacTiter-Glo, 24 h. inhibition, % at 20 µM. 330,000 tested, 2.2% active. AID 463190;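 active = inhibition of at least 40%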;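 note: mutant grown at 25 °C; 0% = DMSO wells with yeast and 100% = wells holding no yeast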
tim23-1 inh: inhibits growth of tim23-1 mutant yeast | S. cerevisiae tim23-1 growth, BacTiter-Glo luminescence, 24 h | inhibition, % at 20 µM | 330,000 tested, 1.3% active | AID 463212;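 active = growth inhibition of the mutant yeast at or above 50%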;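 note: temperature-sensitive mutant grown at 25 °C; plate controls were DMSO-treated mutant yeast for no effect and medium wells lacking yeast for full effect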
TIM10 inh: growth inhibitors of TIM10 yeast strain | S. cerevisiae TIM10 strain growth, BacTiter-Glo luminescence, 24 h | 330,000 tested, 1.4% active | inhibition, % at 10 µM;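 active = inhibition of 40% or more at the single tested concentration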;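 note: wild-type TIM10 isogenic control strain grown at permissive 25 °C; 0% = DMSO yeast wells and 100% = minimal medium wells without yeast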
* hit, by the source's call.

SMILES	NR3A LBD binder	APJ agonist	Mdm2 MdmX PPI	UPR XBP1 act	NALP3 yeast inh	CHOP UPR activ	tim10-1 inh	tim23-1 inh	TIM10 inh
COc1cc(CNc2ccc3[nH]c(=O)[nH]c3c2)cc(Br)c1OCc1ccccc1F	-10.2	-0.7	3.4	2.3	28.9	83.4*	2.2	-4.4	5.7
Cc1nn(-c2ccccc2)c(C)c1C(=O)OCC(=O)NC(=O)NC1CCCCC1	2.2	0.2	-3.0	-0.2	-2.8	-0.1	32.6	30.4	14.5
CN(c1ccc(C(=O)Nc2ccccn2)cc1)S(=O)(=O)c1ccccc1	-1.3	-3.4	-34.0	-2.1	23.1	2.0	-6.7	0.0	-6.8
Cc1ccc2oc(=O)c3cnn(CC(=O)N4CCCc5ccccc54)c3c2c1	1.5	-0.5	-49.4	-0.5	17.8	-1.3	14.5	11.3	5.6
CC(C)n1c(O)c(N=NC(=O)C2COc3ccccc3O2)c2ccccc21 (stereo not drawn)	-3.2	-0.5	-10.7	12.9	25.4	0.3	47.9*	39.6	29.2
NC(=O)NC(=O)C(Nc1ccc(N2CCCCC2)cc1)c1ccccc1 (stereo not drawn)	1.0	-2.2	0.2	-7.2	13.6	-0.4	-2.8	10.7	-4.6
NC(=O)C1CCN(C(=O)CC2(CC(=O)O)CCCC2)CC1	-0.8	-0.7	11.1	-0.4	2.6	0.0	1.7	4.1	-7.2
CCOc1ccc(Cl)cc1S(=O)(=O)N1CCC(C(=O)NC2CC2)CC1	-2.0	-0.5	17.8	4.2	9.3	1.5	-8.0	3.0	6.6
CCOC(=O)c1ccccc1NC(=O)COC(=O)C1CC(=O)N(c2ccc3c(c2)OCCO3)C1 (stereo not drawn)	0.5	0.7	20.8	0.1	10.2	0.0	8.2	0.1	3.7
COc1ccc(S(=O)(=O)N2CCCCC2)cc1NC(=O)CN1C(=O)NC(C)(C2CC2)C1=O (stereo not drawn)	1.9	3.4	-3.9	0.3	-4.9	2.0	9.5	13.7	-1.1
COc1ccccc1OCCn1ccnc1	3.0	-2.0	9.9	5.2	14.7	2.9	-15.2	5.6	-35.0
C=CCNc1nc(NCc2ccccc2)c(C#N)c2c1CN(C)CC2	6.5	10.8	73.8*	8.8	19.6	-1.2	17.4	-3.4	-0.3
COc1ccc(C2C(C(=O)NCc3cccnc3)c3ccccc3C(=O)N2C)cc1OC (stereo not drawn)	1.3	-0.7	23.9	-0.8	-1.8	1.1	8.6	7.7	-0.7
Nc1nc(N2CCN(c3ccccn3)CC2)nc2ccccc12	3.2	-0.6	-33.9	-0.2	6.3	3.6	-2.1	-5.9	4.5
CC(=NCCCn1ccnc1)c1c(C)[nH]n(-c2ccc([N+](=O)[O-])cc2)c1=O	-0.3	-0.8	-13.3	-0.9	31.4	0.2	4.3	2.5	5.7
CC1CCCCC1NC(=O)C1CCN(S(=O)(=O)c2cccc3nonc23)CC1 (stereo not drawn)	-0.6	2.0	35.5	-3.5	24.1	2.6	-14.6	-11.5	-2.1
Cc1cc(C)c2c(CN3CCOCC3)cc(=O)oc2c1	-0.2	1.4	13.0	2.0	20.1	2.0	4.6	-1.6	2.6
CCN1C(=O)c2cccc3c(S(=O)(=O)Nc4ccncc4)ccc1c23	-2.2	-3.4	19.3	0.2	12.4	-0.3	9.7	-6.2	-3.6
Cc1ccc(NC(=O)Cn2cccc2)cc1Cl	-0.1	-4.9	-23.4	0.0	21.4	0.0	1.7	18.3	-11.4
CCOC(=O)c1ccc(NC(=O)Cn2c(C)nc3c(sc(=S)n3CC)c2=O)cc1	-1.1	0.0	24.4	-3.9	15.0	1.8	2.7	-5.2	7.4
N#Cc1ccccc1CSc1nc(N)cc(N)n1	0.1	-0.4	-14.4	-4.4	1.8	0.3	-13.2	3.1	0.9
O=C(CCCNS(=O)(=O)c1ccccc1)NCc1ccco1	1.1	-0.2	19.6	-1.0	12.4	0.2	7.2	5.4	-5.8
O=C(NCCCN1CCOCC1)c1ccc2c(c1)N(Cc1c(F)cccc1Cl)C(=O)CS2	2.4	-0.6	19.6	-4.0	-5.6	-0.8	3.9	2.6	4.1
COC(=O)CC1C(=O)NCCN1C(=S)NC(=O)C(c1ccccc1)c1ccccc1 (stereo not drawn)	-1.2	0.8	-2.3	-1.4	6.2	2.7	1.0	-6.2	-3.5
CC(C)(C)C1CCc2onc(C(=O)Nc3cnn(Cc4ccc(F)cc4)c3)c2C1 (stereo not drawn)	0.5	-5.2	43.5	4.2	7.6	3.4	13.9	2.0	3.6
O=C(NCc1nnc2c(C(F)(F)F)cc(Cl)cn12)C1CCCC1	0.5	2.1	21.2	-4.2	9.9	1.1	8.6	0.1	5.5
COc1cccc(C(=O)Nc2ccc(C(=O)NCC(C)C)cc2)c1	-5.5	-4.3	2.2	1.7	18.2	0.0	-6.8	-4.7	-1.9
CC(C)C(NC(=O)c1ccccc1NC(=O)c1ccccc1)C(=O)NNC(=O)c1ccncc1 (stereo not drawn)	-1.4	-9.8	-8.1	-2.2	9.1	-0.1	-0.1	9.0	-3.5
COC(=O)c1c(NC(=O)c2cccc(S(=O)(=O)N3CCN(C)CC3)c2)sc(C)c1C	-8.1	-6.9	18.6	1.6	5.3	2.2	57.1*	55.1*	28.3
COc1cccc(C(C(=O)NC(C)(C)C)N(CCc2ccccc2)C(=O)CCC(=O)Nc2cc(C)on2)c1OC (stereo not drawn)	1.5	4.7	7.4	-1.4	10.9	2.2	5.1	-0.7	2.3
Cc1cc(C(=O)N/N=C/c2ccc3ccccc3c2)n[nH]1	-5.1	-1.1	8.0	5.7	11.7	2.7	-9.1	-5.7	-5.6
O=C(c1ccc(S(=O)(=O)Nc2ccccc2)cc1)N1CCCC1	0.3	3.4	-24.1	-2.6	3.3	2.9	-2.9	7.3	-7.5
COc1ccccc1NC(=O)COC(=O)c1c[nH]c(=O)[nH]c1=O	0.3	-2.1	-8.0	-1.1	18.0	-0.9	-4.0	8.0	-2.7
CS(=O)(=O)c1ccc2nc(NC(=O)Nc3cccc(Cl)c3)sc2c1	22.0*	28.1*	91.7*	21.4	14.5	5.9	-5.7	2.2	-8.9
C=CCn1c(=O)c(C(=O)NCc2ccccc2Cl)c(O)c2ccccc21	0.6	0.1	19.8	-1.8	19.9	1.9	0.8	30.3	-21.1
Nc1ccc2oc(-c3ccccn3)nc2c1	-2.9	1.1	-11.0	-2.4	13.6	2.9	0.2	12.2	-3.6
CC1(C)CC(=O)C(C=NCCN2CCN(C3CC(=O)N(c4ccc(Br)cc4)C3=O)CC2)=C(O)C1 (stereo not drawn)	-0.8	-2.8	-3.7	-2.5	46.4	-0.1	17.5	23.3	6.7
Cc1cc(S(=O)(=O)N2CCCc3ccccc32)ccc1-n1cnnn1	-1.8	1.2	5.3	-2.2	2.1	-0.9	-11.8	10.2	-3.6
Cc1c(Cc2ccccc2)c(=O)oc2cc(OCC(=O)NCc3ccccn3)ccc12	-7.8	-2.0	18.6	17.1	-14.3	-2.3	32.9	26.4	21.0
Cc1cc(-c2ccc(/C=N/n3cnnc3)o2)ccc1Cl	-17.9	-2.0	11.1	-1.2	35.1	0.3	19.0	-4.2	26.5
CCN1C(=O)/C(=C\c2ccc3c(c2)OCO3)C(C(=O)OC)=C1C	0.6	-8.4	-2.2	-0.5	26.9	0.7	46.5*	50.0	56.3*
Cc1ccccc1-n1c(SCC(=O)N/N=C/c2c(C)nn(-c3ccccc3)c2C)nc2ccccc2c1=O	20.5*	-3.7	48.0	15.5	6.0	-1.1	20.6	32.4	-1.2
COc1ccc(NC(=O)Cc2c[nH]c3ccccc23)cc1S(=O)(=O)N1CCOCC1	-1.1	-3.2	18.9	-2.2	-17.3	-1.8	-2.5	13.5	-5.0
C/C(=N\NC(=O)c1cccc(S(=O)(=O)N2CCOCC2)c1)c1ccc(OC(F)F)cc1	-0.5	5.3	9.5	1.1	10.9	-0.4	-3.3	2.9	-1.9
Cn1c(C2=C(O)CN(Cc3ccccc3)C2=N)[n+](C)c2ccccc21	-0.8	-0.9	20.8	-1.9	3.3	-1.2	-5.4	10.1	-11.0
CCCCOc1ccc(/C(N)=N/O)cc1	0.1	-1.0	-3.9	0.4	17.3	1.0	12.1	1.4	8.5
COc1cccc(OC)c1C(=O)NC(=S)Nc1ccc2c(c1)OCCO2	-0.8	-2.6	35.8	-6.6	16.0	-3.9	-6.4	14.3	11.1
COc1ccccc1N1CCN(C(=O)CN(Cc2ccccc2)S(C)(=O)=O)CC1	-1.2	1.3	-8.4	1.4	9.2	0.2	19.2	23.4	6.1
N#CCCCSc1nnc(-c2ccc(Cl)cc2)n1-c1ccccc1	-0.6	-3.2	20.9	-0.3	1.2	0.8	25.3	21.2	12.0
O=C(NC(=S)NCc1nc2ccccc2[nH]1)c1ccccc1F	-2.6	-1.8	2.4	1.1	6.7	1.7	-5.3	-6.0	-9.7

Structures from the list above containing a tert-butyl group:
SMILES	NR3A LBD binder	APJ agonist	Mdm2 MdmX PPI	UPR XBP1 act	NALP3 yeast inh	CHOP UPR activ	tim10-1 inh	tim23-1 inh	TIM10 inh
CC(C)(C)C1CCc2onc(C(=O)Nc3cnn(Cc4ccc(F)cc4)c3)c2C1 (stereo not drawn)	0.5	-5.2	43.5	4.2	7.6	3.4	13.9	2.0	3.6
COc1cccc(C(C(=O)NC(C)(C)C)N(CCc2ccccc2)C(=O)CCC(=O)Nc2cc(C)on2)c1OC (stereo not drawn)	1.5	4.7	7.4	-1.4	10.9	2.2	5.1	-0.7	2.3

Reprinted at random: two compounds from above
SMILES	NR3A LBD binder	APJ agonist	Mdm2 MdmX PPI	UPR XBP1 act	NALP3 yeast inh	CHOP UPR activ	tim10-1 inh	tim23-1 inh	TIM10 inh
COc1ccccc1N1CCN(C(=O)CN(Cc2ccccc2)S(C)(=O)=O)CC1	-1.2	1.3	-8.4	1.4	9.2	0.2	19.2	23.4	6.1
Cn1c(C2=C(O)CN(Cc3ccccc3)C2=N)[n+](C)c2ccccc21	-0.8	-0.9	20.8	-1.9	3.3	-1.2	-5.4	10.1	-11.0

Next compounds follow:
SMILES	NR3A LBD binder	APJ agonist	Mdm2 MdmX PPI	UPR XBP1 act	NALP3 yeast inh	CHOP UPR activ	tim10-1 inh	tim23-1 inh	TIM10 inh
C=CCN=C(CC)C1=C(O)CCCC1=O	5.0	2.7	1.3	4.6	4.7	-1.6	6.8	10.4	-14.6
CCOC(=O)c1ccc(S(=O)(=O)N2CCN(CCc3ccncc3)CC2)cc1	0.2	-1.6	5.8	-1.1	16.0	1.0	1.0	0.4	12.3
O=C(Nc1ccc(-c2nc3cccnc3s2)cc1)c1ccc(Br)o1	19.9*	-1.5	-89.9	0.9	30.4	5.5	1.5	24.8	-7.0
CC(NC(=O)COC(=O)CNS(=O)(=O)/C=C/c1ccccc1)c1ccccc1 (stereo not drawn)	1.1	-1.7	3.9	0.5	17.0	2.3	9.4	9.7	-1.2
C=CCn1c(CC(=O)OC)csc1=Nc1ccc(C(C)=O)cc1	-17.1	0.0	-0.2	0.3	25.3	1.8	18.8	23.5	11.9
CCCCC(=O)NC(c1ccc(Cl)cc1)c1ccc2cccnc2c1O (stereo not drawn)	0.3	-3.9	77.1*	-4.0	13.7	2.2	-18.9	56.0*	-41.7
